TRPV1 agonist: human TRPV1 agonism; hit rate 0.19% among 320,000; activation, % at 8.33 µM; TRPV1-expressing cells, Fluo-8 calcium influx, agonist mode; Q8NER1; in the data active means activation above about 80%; inconclusive means between about 30% and that limit; further: 0% is about no effect
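Fluo-8 calcium influx in TRPV1-expressing cells, kinetic read (ex 480/em 520 nm). Compound added and read 3 min for agonist activity, followed by capsaicin at EC20 final and 2 min further read for enhancement.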
KCNH2 WT inh: KCNH2 (human, wildtype) channel inhibition; Q12809; U2OS, BacMam KCNH2, thallium flux FluxOr; stronger effect = lower value; activity change, % at 1.84 µM; hit rate 0.37% among 340,000; AID 720551;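 active means maximum activity change below -70%; inconclusive means maximum activity change between -70% and -50%; inactive means maximum activity change above -50%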; further: on the % scale 0 is the no-effect control and ±100 the full control effect
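U2OS cells transduced with wild-type KCNH2 virus are loaded with FluxOr dye for 45 min, and thallium flux is measured in kinetic reads before and after stimulation buffer. Rate constants are normalized to DMSO controls.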
ELG1 repair inh: inhibitors of ELG1-dependent DNA repair in HEK293T cells; hit rate 2.3% among 330,000; AID 504467; HEK293T ELG1-luciferase reporter, luminescence, 16 h; DNA damage induced by 5-fluorouridine; Potency, µM (doses to about 46.1 µM), without a hit: at the top dose activity change, negative = inhibition, actives largely listed as inhibitors; further: potency means the concentration at half of the fitted maximal effect; on the % scale 0 is the no-effect control and ±100 the full control effect; nearly all actives have a fitted effect of over 55% in size
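Luminescence from the luciferase reporter, measured 30 min after ONE-Glo reagent at room temperature, was the read-out. Beforehand, 2,000 cells per well were exposed for 16 hr at 37 °C to 5-fluorouridine together with compound or vehicle.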
KCNH2 3.1 inh: KCNH2 3.1 (human) potassium channel inhibition; activity change, % (tested at about 1.8 µM); AID 720553; hit rate 0.95% among 340,000; U2OS KCNH2 3.1, thallium flux FluxOr; stronger effect = lower value;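 active means maximum activity change below -70%; inconclusive means maximum activity change from -70% to -50%; inactive means maximum activity change above -50%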;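 further: thallium influx rate constant from kinetic fluorescence after stimulation buffer; on the % scale 0 is the no-effect control and ±100 the full control effect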
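Channel expression came from 3.1 mutant virus (1.77 x 10^8 /mL) applied to suspended U2OS cells for 4 h. Flux was tracked with FluxOr dye plus Red40 quencher, and kinetic rate constants normalized to controls.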
Mito fusion yeast: inhibitors of mitochondrial division or activators of mitochondrial fusion; S. cerevisiae fusion-defective mutant growth rescue, CellTiterGlo 48 h; Potency, µM (doses to about 46.1 µM), inactives show at the top dose growth rescue (activation), hits mostly activators; hit rate 0.23% among 320,000;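 further: potency means the concentration at half of the fitted maximal effect; % of control where 0% means no effect; nearly all actives have a fitted effect of over 45% in size; temperature-sensitive fusion mutants such as fzo1-1 at 37 °C on non-fermentable ethanol glycerol medium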
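Temperature-sensitive fusion-defective S. cerevisiae (e.g. fzo1-1, mgm1-5) were grown with compound in YPEG medium (3% ethanol, 3% glycerol) for 48 hours at 37C. Growth rescue was measured as viability by CellTiterGlo luminescence after 10 minutes at ambient.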
AT treatment: candidate therapy for ataxia-telangiectasia; […] A-T fibroblasts, KAP-1 phosphorylation AlphaLISA; neocarzinostatin DNA damage 30 min before lysis; Potency, µM (top dose mostly 57.5 µM), without a hit: top-dose activation, most hits filed as activators; hit rate 0.19% among 320,000; AID 485349; further: potency means the concentration at half of the fitted maximal effect; % of control where 0% means no effect; nearly all actives have a fitted effect of over 45% in size
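hTERT-immortalized A-T patient fibroblasts ([…]), 500 cells/well in OPTI-MEM, 1% FBS, got compounds for 60 min, then NCS for 30 min at 37C. Lysates were then assayed for phospho-KAP-1 by AlphaLISA (anti-pKAP1 donor, anti-KAP1 acceptor beads), 6 hr at 25C.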
TSHR antag: blocks TSH signaling through the human TSH receptor. P16473. TSHR-expressing cells, TSH-stimulated cAMP HTRF, 2 h; stronger effect = lower value. activity change, negative = inhibition, % at 11.5 µM. hit rate 0.2% among 330,000. AID 504810;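 active means activity change below a set negative limit, meaning inhibition stronger than a set level, cut at about -70% in these data; inconclusive means activity change between two set negative limits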; further: on the % scale 0 is the no-effect control and ±100 the full control effect
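Read-out is FRET at 665 nm (cryptate excitation 337 nm) from a cryptate-tagged anti-cAMP antibody, competed by cell cAMP against cAMP-d2. Compounds are tested on freshly harvested TSHR cells challenged with 4nM TSH (EC80) for 2 hours at 37 deg C.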
USP2a inh: blocks human ubiquitin-specific protease USP2a; O75604; hit rate 0.01% among 330,000; Potency, µM (titrated, usually from 38.3 µM), without a hit: at the highest dose activity change, negative = inhibition, hits mostly inhibitors; USP2 core, Ub-CHOP2 coupled fluorogenic reporter, 485/531;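 further: potency means the concentration at half of the fitted maximal effect; plate controls were DMSO wells for no effect and full inhibition by NEM control for full effect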
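Deubiquitinase activity read as fluorescence (485/531 nm) after Ub-CHOP2 cleavage activates the enterokinase reporter on its substrate; USP2 core 10nM, Ub-CHOP2 and substrate 25nM each, 30min compound preincubation then 60min RT; data normalized to NEM, curves fitted.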
TCR act: activates T cell receptor signaling; Potency, µM (top dose mostly 9.22 µM), for inactives: top-dose activation of IL-2 secretion, actives largely listed as activators; primary human leukocytes, anti-CD3, IL-2 HTRF, 48 h; 330,000 tested, under 10 active; further: % of control where 0% means no effect
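Activity was scored as IL-2 release from primary human leukocytes given only a TCR signal (a-CD3 beads) plus compound for 48 hr. Detection used a two-antibody HTRF format read at 665nm.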
Eya2 inh: blocks the phosphatase activity of human Eya2. hit rate 0.006% among 330,000. Potency, µM (doses to about 76.9 µM), for the others: at the highest dose activity, negative = inhibition, actives largely listed as inhibitors. AID 488837. O00167. recombinant Eya2, OMFP fluorescence dephosphorylation (OMFP is methylfluorescein phosphate); further: potency means the concentration at half of the fitted maximal effect; on the % scale 0 is the no-effect control and ±100 the full control effect
Target sequence (O00167 whole entry, looked up): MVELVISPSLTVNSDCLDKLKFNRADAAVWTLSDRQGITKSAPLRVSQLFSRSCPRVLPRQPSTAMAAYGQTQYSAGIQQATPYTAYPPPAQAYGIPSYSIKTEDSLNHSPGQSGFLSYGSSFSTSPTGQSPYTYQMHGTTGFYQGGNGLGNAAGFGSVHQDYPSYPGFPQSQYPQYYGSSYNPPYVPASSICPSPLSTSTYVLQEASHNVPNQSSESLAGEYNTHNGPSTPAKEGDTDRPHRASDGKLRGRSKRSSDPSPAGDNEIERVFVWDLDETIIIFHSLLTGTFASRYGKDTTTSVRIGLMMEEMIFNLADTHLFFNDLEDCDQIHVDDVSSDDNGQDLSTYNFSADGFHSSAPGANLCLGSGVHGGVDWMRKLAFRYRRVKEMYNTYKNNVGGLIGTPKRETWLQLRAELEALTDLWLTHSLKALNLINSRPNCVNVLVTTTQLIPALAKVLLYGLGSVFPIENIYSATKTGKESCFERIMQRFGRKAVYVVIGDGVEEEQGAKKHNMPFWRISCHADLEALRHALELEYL
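Eya2 (0.2 uM) preincubated 10 min at ambient with compound, then OMFP substrate added at 50 uM; 10 min reaction in 50 mM HEPES pH 7.5, 50 mM NaCl, 5 uM MgCl2, 0.05% BSA, 1 mM DTT. Fluorescence read at Ex 485/Em 525 nm.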
* = called active by the depositor; ? = inconclusive; / = no result given; [ ] = dose if it differs, or a comment. Unless noted, the call rests on the fitted dose curve; in most records, active means well fitted curve in the direction sought with a large enough effect; inconclusive means small, poorly fitted or top-dose-only effect, or another doubt; inactive means no such curve, though single readings can be large; an effect the other way counts as inactive or inconclusive.

SMILES	TRPV1 agonist	KCNH2 WT inh	ELG1 repair inh	KCNH2 3.1 inh	Mito fusion yeast	AT treatment	TSHR antag	USP2a inh	TCR act	Eya2 inh
O=C1CN(c2ccccc2Cl)C(=O)CN1c1ccccc1Cl	6	25	2%	10	-3%	1%	-4	0%	2%	-5%
O=C(O)c1cccc(S(=O)(=O)N2Cc3ccccc3C2)c1	0	-18	1%	3	-1%	/	-5	0%	11%[46.1 µM]	3%
CC(=O)c1ccc(N2CCN(C(=O)Nc3ccc(Cl)cc3)CC2)cc1	84*	-12	16µM*	-1	-7%	-2%	0	0%	8%	6%
c1ccc(-c2cc3ccccc3nc2N2CCCC2)cc1	/	-15	-1%	-14	2%	15%	10	0%	1%	-15%
COc1cccc(C(=O)N2N=C(c3ccccc3)CC2(O)C(F)(F)F)c1 (stereo not drawn)	26	1	-6%	14	?	5%	0	-1%	1%[46.1 µM]	-4%
CCOC(=O)CSc1nnc(-c2nnc(SCC(=O)OCC)n2CC)n1CC	-1	0	-15%	25	-2%	-5%	5	2%	-4%	-1%
CN=C1SC(CC(=O)Nc2cccc(Cl)c2Cl)C(=O)N1C (stereo not drawn)	3	-6	0%	14	-3%	13%	-2	2%	0%	-2%
CS(=O)(=O)N1CCc2cc(C(=O)N3CCCCC3)ccc21	3	-6	2%	9	0%	3%	9	-7%	7%[46.1 µM]	-6%
COC(=O)/C(=N/Nc1ccccc1C)N1CCCc2ccccc21	15	15	23%	-7	7%	9%	-2	1%	-1%[46.1 µM]	-8%
Cc1nc(NS(=O)(=O)c2ccc(Br)cc2)c2c3c(sc2n1)CCC3	1	-25	3%	-3	12%	-3%	-14	-4%	3%	-20%
CCCCCC1C/C(=N\O)C=C(C)C1C(=O)OC (stereo not drawn)	2	2	3%	-7	7%	-1%	6	-1%	-3%	7%
O=C(Cn1nc(-c2cccc(Cl)c2)ccc1=O)Nc1ccccc1Br	25	-2	-2%	-19	4%	9%	-2	1%	0%	5%
Cc1ccc(/C(O)=C2\C(=O)C(=O)N(c3cc(C)on3)C2c2cccc(Cl)c2)cc1 (stereo not drawn)	-1	6	9%	1	3%	-6%	-1	-1%	2%	-2%
COc1ccc(/C=C2\SC(=S)N(CCC(=O)N3CCOCC3)C2=O)cc1	19	32	1%	-6	2%	6%	41	-1%	/	22%
COc1cccc(N(C(=O)Cc2cccs2)C(C(=O)NC2CCCC2)c2ccncc2)c1 (stereo not drawn)	3	-2	18%	-17	-4%	3%	-2	1%	-9%	-15%
CC(=O)c1csc(-c2cccc(-c3nc4ccc(Cl)cn4c3NC3CCCCC3)c2)c1	?	10	?	8	-1%	5%	-1	4%	-3%	14%
CC(O)CC(=O)NOCc1ccccc1 (stereo not drawn)	/	1	14%	/	/	1%[11.5 µM]	7	1%	1%[46.1 µM]	-4%
COc1cc(/C=C/C(=O)Nc2cc(C(F)(F)F)ccc2Cl)cc(OC)c1OC	-2	-8	?	-3	4%	4%	-4	1%	0%	?
COc1ccc(C(=O)CSc2nnnn2Cc2ccccc2)cc1	13	3	-2%	-14	0%	15%	-14	-3%	3%	-1%
Cc1ccc(S(=O)(=O)N2CCOCC2)cc1C(=O)NCc1ccco1	5	-8	-7%	9	0%	2%	-6	-1%	-5%	7%
O=C(CCCN1C(=O)c2ccccc2C1=O)NCc1ccco1	0	0	10%	-14	-1%	/	2	1%	0%[46.1 µM]	2%
CCOC(=O)C1C(=O)NC(N2CCCCC2)=NC1C(C)C (stereo not drawn)	-1	-10	7%	7	-1%	14%	9	0%	2%	-2%
NC(=O)[C@@H]1CCCCNc2c(I)cc([N+](=O)[O-])cc2C(=O)N[C@@H](CCC(=O)O)C(=O)N[C@@H](CO)C(=O)N1	-4	4	3%	-2	3%	14%	-2	1%	-2%	-8%
CN(CC(=O)Nc1ccc(N2CCOCC2)cc1)C(=O)Cc1ccccc1	1	1	15%	8	-3%	6%	1	0%	-5%	6%
COc1ccc(-c2nn(-c3ccccc3)cc2C(=O)NCC(c2cccs2)N2CCOCC2)cc1 (stereo not drawn)	?	-12	4.6µM*	-1	24%	-1%	-10	0%	-29%	19%
O=C(CCn1c(=S)oc2ccccc21)Nc1ccccc1Br	4	-8	-5%	11	-2%	4%	2	-1%	-3%	-3%
CC(=O)c1ccc(N2CCN(Cc3nc4ccccc4[nH]3)CC2)cc1	1	-5	5%	1	-5%	-6%	2	0%	6%	6%
Cc1ccc(NC(=O)C2CCN(c3nc(C)cc(C)n3)CC2)cc1	15	1	0%	6	-2%	-6%	10	-9%	-2%	-17%
CCn1c(SCC(=O)Nc2ccc(N3CCOCC3)cc2)nnc1-c1ccncc1	4	5	5%	-76*	5%	-5%	/	2%	2%	-3%
CCn1c(CNc2cccc(Cl)c2)nnc1SCC(=O)OC1CCCCC1	-2	-8	?	-2	15%	-1%	3	-6%	-1%	-19%
S=C(NCCc1ccccc1)NCc1cccs1	?	8	?	6	0%	2%	8	1%	-1%[46.1 µM]	-1%
CC1CCN(S(=O)(=O)c2cccc(C(=O)Nc3nccs3)c2)CC1	5	-5	?	-11	9%	-4%	5	3%	-3%	7%
COc1cccc(C(=O)NCCS(=O)(=O)NCc2ccc(Cl)cc2)c1	8	8	-4%	-14	-5%	3%	-1	0%	-1%	15%
Cc1ccc(S(=O)(=O)NCc2nc3ccccc3c(=O)n2N)cc1	0	-9	?	8	1%	1%	6	1%	2%	-7%
CCOC(=O)Cc1nnc(NC(=O)C(CC)Sc2nc(C)cc(C)n2)s1 (stereo not drawn)	1	-17	0%	1	2%	7%	-6	4%	-3%	16%
Cc1ccc(S(=O)(=O)NCCn2c(C)cc3ccccc32)cc1	1	/	-6%	/	-3%	9%	-16	4%	/	6%

Entries of single compounds, quoted from the list. Values in the order: TRPV1 agonist, KCNH2 WT inh, ELG1 repair inh, KCNH2 3.1 inh, Mito fusion yeast, AT treatment, TSHR antag, USP2a inh, TCR act, Eya2 inh
Listed for CCOC(=O)Cc1nnc(NC(=O)C(CC)Sc2nc(C)cc(C)n2)s1 (stereo not drawn) : 1, -17, 0%, 1, 2%, 7%, -6, 4%, -3%, 16%
Listed for Cc1ccc(S(=O)(=O)NCCn2c(C)cc3ccccc32)cc1 : 1, /, -6%, /, -3%, 9%, -16, 4%, /, 6%

Filtered by structure, the compounds so far with an aryl methoxy group (7)
SMILES	TRPV1 agonist	KCNH2 WT inh	ELG1 repair inh	KCNH2 3.1 inh	Mito fusion yeast	AT treatment	TSHR antag	USP2a inh	TCR act	Eya2 inh
COc1cccc(C(=O)N2N=C(c3ccccc3)CC2(O)C(F)(F)F)c1 (stereo not drawn)	26	1	-6%	14	?	5%	0	-1%	1%[46.1 µM]	-4%
COc1ccc(/C=C2\SC(=S)N(CCC(=O)N3CCOCC3)C2=O)cc1	19	32	1%	-6	2%	6%	41	-1%	/	22%
COc1cccc(N(C(=O)Cc2cccs2)C(C(=O)NC2CCCC2)c2ccncc2)c1 (stereo not drawn)	3	-2	18%	-17	-4%	3%	-2	1%	-9%	-15%
COc1cc(/C=C/C(=O)Nc2cc(C(F)(F)F)ccc2Cl)cc(OC)c1OC	-2	-8	?	-3	4%	4%	-4	1%	0%	?
COc1ccc(C(=O)CSc2nnnn2Cc2ccccc2)cc1	13	3	-2%	-14	0%	15%	-14	-3%	3%	-1%
COc1ccc(-c2nn(-c3ccccc3)cc2C(=O)NCC(c2cccs2)N2CCOCC2)cc1 (stereo not drawn)	?	-12	4.6µM*	-1	24%	-1%	-10	0%	-29%	19%
COc1cccc(C(=O)NCCS(=O)(=O)NCc2ccc(Cl)cc2)c1	8	8	-4%	-14	-5%	3%	-1	0%	-1%	15%

High-throughput results: PubChem, National Center for Advancing Translational Sciences (NCATS)

A portion of the library; rates above refer to the full screens.
